TDP1 block = TDP1 (human) enzyme inhibition; Q9NUW8; Potency, µM (highest dose often 130 µM), inactives show at the top dose activity change, negative = inhibition, actives largely listed as inhibitors; recombinant TDP1, AlphaScreen DNA substrate cleavage; 350,000 tested, 0.28% active; also: nearly all actives have a fitted effect of over 40% in size
Target sequence (Q9NUW8 whole entry, looked up): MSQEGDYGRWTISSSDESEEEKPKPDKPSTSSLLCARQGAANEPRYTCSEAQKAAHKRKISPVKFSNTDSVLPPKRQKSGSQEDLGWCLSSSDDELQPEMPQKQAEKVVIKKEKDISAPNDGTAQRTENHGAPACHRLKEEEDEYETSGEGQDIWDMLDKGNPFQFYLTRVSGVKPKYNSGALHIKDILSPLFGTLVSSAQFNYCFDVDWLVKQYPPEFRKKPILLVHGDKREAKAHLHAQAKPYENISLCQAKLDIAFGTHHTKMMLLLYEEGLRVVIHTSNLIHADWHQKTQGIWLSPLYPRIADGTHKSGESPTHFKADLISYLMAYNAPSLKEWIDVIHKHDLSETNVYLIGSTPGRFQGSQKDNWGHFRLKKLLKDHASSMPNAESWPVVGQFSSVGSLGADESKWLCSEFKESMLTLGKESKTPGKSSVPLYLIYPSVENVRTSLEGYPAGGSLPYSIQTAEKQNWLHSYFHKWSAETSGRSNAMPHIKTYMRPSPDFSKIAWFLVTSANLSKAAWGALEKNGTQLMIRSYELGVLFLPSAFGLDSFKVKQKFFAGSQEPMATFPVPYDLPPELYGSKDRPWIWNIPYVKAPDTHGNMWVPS
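Here, a 5' biotin and 3' phosphotyrosine-FITC DNA oligonucleotide reports Tdp1 activity: intact substrate bridges AlphaScreen beads, while cleavage leaves a 3' phosphate and drops signal. All incubations at room temperature.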
DT40 TDP1 CPT = growth inhibition of DT40 Tdp1-/-;hTDP1 cells with camptothecin (screen for TDP1 inhibitors). chicken DT40 Tdp1-/-;hTDP1 cells + 20 nM CPT, ATP luminescence, 48 h. Potency, µM (titrated, usually from 46.2 µM), inactives show at the top dose activity change, negative = growth inhibition, most hits filed as inhibitors. 420,000 tested, 12% active. AID 686979; also: nearly all actives have a fitted effect of over 55% in size
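Chicken DT40 Tdp1-/- cells stably complemented with human TDP1 were seeded at 400 cells/well in medium containing 20 nM camptothecin, exposed to pin-transferred compounds, and grown at 37 °C for at least 48 hr. Viability was read as ATP luminescence.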
DT40 TDP1 no CPT = qHTS for Inhibitors of human tyrosyl-DNA phosphodiesterase 1 (TDP1): qHTS in cells in absence of CPT | 420,000 tested, 15% active | Potency, µM (highest dose often 46.2 µM), without a hit: at the highest dose activity change, negative = growth inhibition, hits mostly inhibitors | DT40 Tdp1-/- hTDP1 cells, no CPT, ATP luminescence, 48 h; also: nearly all actives have a fitted effect of over 55% in size
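Luminescent ATP content (CellTiter-Glo) served as the growth readout. Knockout chicken DT40 cells expressing human TDP1 were exposed to compounds without camptothecin for a minimum 48 hr at 37 °C.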
Numbers without * were called inactive; u = inconclusive; x = not tested or not shown; [ ] = another dose, or the depositor's remark. Calls follow the shape of the dose curve; as a rule, active = well fitted curve in the direction sought with a large enough effect; inconclusive = small, poorly fitted or top-dose-only effect, or another doubt; inactive = no such curve, though single readings can be large; an effect the other way counts as inactive or inconclusive. % is scaled to controls: 0 for no effect and ±100 for the full control effect; potency is read from the fitted curve at half-maximal effect.

SMILES	TDP1 block	DT40 TDP1 CPT	DT40 TDP1 no CPT
O=C(NCc1ccc(Cl)cc1)c1cc(=O)[nH]c2ccc(S(=O)(=O)N3CCOCC3)cc12	0%	-2%	-7%
COCOCCn1cc(CN2CCS(=O)(=O)N(Cc3ccc(-c4ccc(Cl)nc4)cc3)C(C(C)C)C2=O)nn1 (configuration not stated)	x	7.3µM*	-1%
CC12CC3CC(C)(C1)CC(C(=O)NC(=S)N1CCCCC1)(C3)C2	0%	u	u
COc1cccc(CNC(=O)c2cc3c(=O)n(C)c4ccccc4c3n2C)c1	6%	-21%	u
Cc1cccc(NC(=S)NNC(=O)Cc2ccccc2)c1	8%	2%	0%
O=C(O)c1ccc(CSc2nc(-c3ccc(Cl)cc3)cc(C(F)(F)F)n2)cc1	-8%	u	-4%
O=C(CSc1ccc2c(c1)OCCO2)Nc1ccccc1	x	-20%	u
O=C(Cn1nc2ccccc2n1)N/N=C/c1ccc(F)cc1	x	3%	-5%
O=C(O)C1CC=CCC1C(=O)Nc1cccc(F)c1 (configuration not stated)	x	7%	-4%
CC12CN3CCN(CC(C3)/C1=N\NC(=O)Nc1cccc(Cl)c1)C2	3%	-2%	-3%
Cc1ccc(NC(=O)COc2ccc(N(C)C(=O)C(C)(C)C)cc2)cc1S(=O)(=O)N1CCCCC1	2%	8.2µM*	2.3µM*
CC1CCCN(C2=C(Cl)C(=O)N(c3cccc(Cl)c3)C2=O)C1 (configuration not stated)	-12%	-20%	-16%
COc1ccc(C(=O)C(=O)c2ccc(OCCO)cc2)cc1	1%	-18%	-16%
CCOC(=O)c1cccc(NC(=O)CSc2nc(N)cc(N)n2)c1	-3%	0%	-15%
Cc1ccc(S(=O)(=O)N(C)c2ccc(OCC(=O)NC3=NCCS3)cc2)cc1	-8%	2%	1%
COc1ccc(OC)c(CN2CCC(CNC(=O)Nc3cccc(Cl)c3)CC2)c1	5%	u	u
Cc1ccccc1NC(=S)/C(=C(\[O-])c1cc(C)n(Cc2ccccc2Cl)c1C)[n+]1ccccc1	8%	u	u
COc1ccc(C(=O)N2CCC(c3nc4ccccc4s3)CC2)cc1Cl	-1%	26µM*	10µM*
CC(C)(Oc1ccc(Cl)cc1)C(=O)Nc1cccc(-c2cn3cccnc3n2)c1	0%	u	u
Cc1cc(NC(=O)c2cc(-c3ccncc3)nc3ccccc23)ccc1Br	3%	23µM*	u

One compound at a time (already shown). Screens in order: TDP1 block | DT40 TDP1 CPT | DT40 TDP1 no CPT
CC12CN3CCN(CC(C3)/C1=N\NC(=O)Nc1cccc(Cl)c1)C2 reads 3% | -2% | -3%
COc1cccc(CNC(=O)c2cc3c(=O)n(C)c4ccccc4c3n2C)c1 reads 6% | -21% | u

The listing picks up, repeating the 3 entries before the break.
SMILES	TDP1 block	DT40 TDP1 CPT	DT40 TDP1 no CPT
COc1ccc(C(=O)N2CCC(c3nc4ccccc4s3)CC2)cc1Cl	-1%	26µM*	10µM*
CC(C)(Oc1ccc(Cl)cc1)C(=O)Nc1cccc(-c2cn3cccnc3n2)c1	0%	u	u
Cc1cc(NC(=O)c2cc(-c3ccncc3)nc3ccccc23)ccc1Br	3%	23µM*	u
COc1ccc(-c2cccc(N3CCN(c4ccccn4)CC3)n2)cc1OC	x	16µM*	18µM*
O=C(Cn1c(=O)oc2cc(S(=O)(=O)N3CCCCC3)ccc21)N1CCc2ccccc2C1	6%	-27%	u
CCc1cccc(CC)c1NC(=O)C1CN(S(=O)(=O)c2ccccc2)CCN1S(=O)(=O)c1ccccc1 (configuration not stated)	3%	u	u
CCOC(=O)c1c(C)nn(Cc2cccc(Cl)c2)c1N	-2%	u	u
C#CCC(NC(=O)c1ccc(C#N)cc1)C(=O)NCCC (configuration not stated)	0%	-5%	-10%
COc1ccc(NC(=O)CC2C(=O)NCCN2C(=O)c2ccc(N(C)C)cc2)cc1 (configuration not stated)	5%	-4%	4%
O=S1(=O)C[C@@H](N2CCN(CC3CC3)CC2)[C@H](COCc2ccccc2)N1	x	-19%	-13%
O=C(CSc1nnc(COc2ccccc2F)n1-c1ccccc1)NC1CCS(=O)(=O)C1 (configuration not stated)	0%	u	2%
CCN(c1ccccc1)c1nc2ccsc2c(=O)s1	x	0%	u
COCCCN1CC(=O)N2C(c3cccc(C)c3)c3[nH]c4ccccc4c3C[C@H]2C1=O (some centres not stated)	x	-14%	-20%
O=C(c1cc(S(=O)(=O)N2CCOCC2)ccc1Cl)N1CCCCC1CO (configuration not stated)	1%	-19%	0%
O=C(CC1C(=O)NCCN1Cc1ccc(-c2ccccc2)cc1)NCCCn1ccnc1 (configuration not stated)	x	7%	22%
Cc1cccc(-c2noc(CCC(=O)NC3CCCC3)n2)c1	x	0%	-23%
COc1ccccc1C/C(N)=N/OC(=O)c1ccc(C)c([N+](=O)[O-])c1	4%	u	u
O=C1CC(c2ccccc2)CC(O)=C1C=NC1CCCC1 (configuration not stated)	6%	-17%	-4%
COc1ccc(-c2cccc([C@H]3[C@@H]4C=CCC[C@@]4(C)C(=O)N3Cc3ccccc3)c2)cc1	0%	23µM*	16µM*
CCCn1c(N)c(C(=O)CN(C)CC(=O)Nc2cccc(F)c2)c(=O)[nH]c1=O	0%	u	u
Cc1nc(C)c(N)c(=O)[nH]1	3%	17%	4%
Cc1ccc(-c2nsc3c(N4CCC(C(N)=O)CC4)ncnc23)cc1	7%	-27%	-6%
O=C(O)c1cccc2c1Cc1cc(Cl)ccc1-2	x	u	-22%
CCOc1ccc(S(=O)(=O)N2CCN(C(=S)NC3CC3)CC2)cc1	-5%	u	u
CC(C)NC(=O)c1onc(CSc2ccccn2)c1C(=O)NC(C)C	4%	5%	-18%
Cc1c(-c2ccccc2)nc(N)c(C#N)c1-c1cccnc1	x	-2%	-1%
Cc1nn(Cc2ccc(Cl)cc2)c(C)c1N	0%	-17%	-24%
Cc1cccc(OCCNC(=O)c2cncc(Br)c2)c1	-3%	-20%	u
CN(C(=O)c1cc(-c2ccc3c(c2)OCO3)on1)c1ccccc1	4%	12%	3%
Cc1ccc(CN2C(=O)c3ccccc3C2c2nnnn2C(C)C)cc1 (configuration not stated)	x	-6%	-27%
CCc1ccc(NC(=O)CSc2nc3ccccc3c(=O)n2CCNC(C)=O)cc1	1%	-21%	-22%
Cc1ccc(C(=O)NCc2ccccn2)cc1S(=O)(=O)N1CCCCC1	4%	-24%	u
COC(=O)CC1Oc2ccc(C)cc2-n2cc(-c3ccc(C)cc3)nc21 (configuration not stated)	5%	16µM*	13µM*
Cc1csc2ncc(C(=O)NCCC(c3ccccc3)c3ccccc3)c(=O)n12	x	-27%	u
COc1ccc(C(=O)NC2CC(C)(C)Cc3c2cnn3-c2ccccc2)c(OC)c1 (configuration not stated)	4%	u	u
Cc1ccc(-n2ncc(C(=O)NCCN3CCc4ccccc4C3)c2C2CCNCC2)cc1C	0%	21µM*	21µM*
CC(C)CN(C(=O)C1CSC2(C)CCC(=O)N12)c1c(N)n(Cc2ccccc2)c(=O)[nH]c1=O (configuration not stated)	3%	-15%	7%
COc1ccc(CN(C)C(=S)Nc2ccc(OC(F)F)cc2)cc1	3%	-17%	u
CCOc1ccc(NCc2cccn2-c2nnc(N3CCC(C(=O)NCc4ccccc4Cl)CC3)s2)cc1	4%	-91%	12µM*
CC1(C)CC(NC(=O)COc2ccc(Cl)cc2Cl)CC(C)(C)N1	2%[0.0935 µM]	-13%	-13%
CCOC(=O)c1cc2c(=O)n3ccccc3nc2n(CC2CCCO2)c1=NC(=O)c1ccc(C(C)(C)C)cc1 (configuration not stated)	3%	-1%	-2%
CC1(C)C2CCC1(CS(=O)(=O)Nc1ccc(S(=O)(=O)N3CCCCC3)cc1)C(=O)C2 (configuration not stated)	5%	-7%	-16%
CCCS(=O)(=O)N1CCCC(C(=O)NC2CCCC(C)C2C)C1 (configuration not stated)	3%	-10%	-26%

Laid out differently: 3 of the compounds above.
> Cc1nc(C)c(N)c(=O)[nH]1
- TDP1 block: 3%
- DT40 TDP1 CPT: 17%
- DT40 TDP1 no CPT: 4%

> Cc1ccc(-c2nsc3c(N4CCC(C(N)=O)CC4)ncnc23)cc1
- TDP1 block: 7%
- DT40 TDP1 CPT: -27%
- DT40 TDP1 no CPT: -6%

> O=C(O)c1cccc2c1Cc1cc(Cl)ccc1-2
- TDP1 block: x
- DT40 TDP1 CPT: u
- DT40 TDP1 no CPT: -22%

Continued.
SMILES	TDP1 block	DT40 TDP1 CPT	DT40 TDP1 no CPT
Cc1nnc(SCC(=O)Nc2sc3c(c2C(N)=O)CCC(C)C3)[nH]c1=O (configuration not stated)	-6%	1%	4%
O=C(Nc1ccc(N2CCOCC2)cc1)c1cc2c(s1)CCCCC2	3%	23µM*	21µM*
C/C(=N\NC(=O)c1nnn(-c2nonc2N)c1-c1cccs1)c1cccc(O)c1	0%	19%	-12%
O=C(COC(=O)c1cc(S(=O)(=O)N2CCOCC2)c(Cl)cc1Cl)NC1CC1	0%	3%	3%
O=C(N/N=C/C(Cl)=C/c1ccc([N+](=O)[O-])cc1)C(=O)Nc1ccc(C(=O)O)cc1	5%	15µM*	21µM*
Cc1ccc(Cl)cc1NC(=O)CCn1cccc1	9%	-11%	-8%
O=C(NCc1ccccc1)c1ccc2c(c1)CCN2S(=O)(=O)c1ccc(Cl)cc1	0%	u	u
O=[N+]([O-])/C(C(=C(Cl)Cl)N1CCN(Cc2ccccc2)CC1)=C1\NCCN1Cc1ccc(Cl)nc1	5%	u	15µM*
CC(C)C(NC(=O)c1ccc(C(C)(C)C)cc1)C(=O)Nc1cccc(S(N)(=O)=O)c1 (configuration not stated)	3%	5%	-3%
CN(C)CCCOC(=O)COc1ccc(C(C)(C)C)cc1	0%	1%	-1%
CN(C)CCN(Cc1cc2cc3c(cc2[nH]c1=O)OCO3)C(=S)NCc1ccco1	0%	-26%	-23%
CCCn1c2ccccc2c2cnn(CC(=O)NCC3CCN(Cc4ccc(F)cc4)CC3)c(=O)c21	6%	u	u
CC(O)/C=C/C1OC(=O)CC1Nc1ccc(C=O)cc1 (configuration not stated)	-3%	-7%	-11%
CC1(C)Nc2cccc3cccc(c23)N1	x	u	16µM*
CC(C)N(C(=O)CSc1nc2ccccc2c(=O)[nH]1)C(C)C	1%	-2%	6%
C=C(NC(=O)C(=C)NC(=O)c1csc(C2=NC3c4csc(n4)C4NC(=O)c5csc(n5)C(C(C)(O)C(C)O)NC(=O)C5CSC(=N5)/C(=C/C)NC(=O)C(C(C)O)NC(=O)c5csc(n5)C3(CC2)NC(=O)C(C)NC(=O)C(=C)NC(=O)C(=C)NC(=O)C(C(C)C)NC2C=Cc3c(C(C)O)cc(nc3C2O)C(=O)OC4C)n1)C(N)=O (configuration not stated)	x	1µM*	0.92µM*
N#Cc1ccc(C(=O)NC(=S)N2CCOCC2)cc1	1%	-10%	-17%
O=C(OCc1ccccc1)/C(=C/c1cccc(Br)c1)NC(=O)c1ccco1	4%	u	u
CCOC1=C2CN(S(=O)(=O)c3ccc(C)cc3)[C@@H](c3cccc4ccccc34)C[C@H]2[C@H]2C(=O)N(c3ccccc3)C(=O)[C@H]2C1	x	2%	6%
O=c1[nH]c(=S)[nH]c2c1[C@H](C1CC1)O[C@H](CCc1ccccc1)C2	x	u	13µM*
O=C(Cn1cnc2scc(-c3ccc(Cl)cc3)c2c1=O)N1CCOCC1	1%	11%	16%
COc1ccc(CCNC(=O)Nc2cccc([N+](=O)[O-])c2)cc1OC	-5%	u	u
FC(F)(F)c1nnc(-c2ccccc2)nc1N1CCCC1	2%	-3%	1%
O=C(NC(=S)NCCOCc1ccc(Cl)cc1)c1cccnc1	-1%	-2%	-12%
CC(C)(C)OC(=O)N1CCC(C(=O)N2CCC[C@H]2C(=O)O)CC1	9%	-3%	-1%
Cc1cccc(NC(=O)CSc2nnc(-c3ccccc3Br)o2)c1C	3%	-17%	-9%
CC1(C)CC(=O)C(C(=O)C2CCN(S(=O)(=O)c3ccccc3)CC2)C(=O)C1	5%	8%	6%
CCCCC1(C)OC(=O)C(=Cc2ccc(-c3ccc(Cl)c(C(=O)O)c3)o2)C(=O)O1 (configuration not stated)	x	-1%	-20%
COc1ccc(-c2noc(N3CCN(c4cccc(C)c4C)CC3)n2)cc1OC	5%	18µM*	7.3µM*
CC(C)(C)C1CCc2c(sc3nc(-c4cc5cc(Br)ccc5oc4=O)[nH]c(=O)c23)C1 (configuration not stated)	-6%	-17%	5%
COCCCNC(=O)C1CCN(c2ccc(N3CCOCC3)nn2)CC1	x	4%	0%

High-throughput results deposited in PubChem BioAssay by National Center for Advancing Translational Sciences (NCATS).

Hits appear at their usual frequency; any-hit rate near 18%.
